Pol kappa inh – qHTS for Inhibitors of Polymerase Kappa | DNA polymerase kappa (Homo sapiens), Q9UBT6 | 0.53% of 400,000 active | Potency, µM (titrated, usually from 107 µM), for the others: at the top dose activity, negative = inhibition, actives largely listed as inhibitors | AID 588579, 2011 | purified Pol kappa, fluorescent DNA synthesis assay, 10 min; also: % is scaled to controls: 0 for no effect and ±100 for the full control effect
Target sequence (Q9UBT6 whole entry, looked up): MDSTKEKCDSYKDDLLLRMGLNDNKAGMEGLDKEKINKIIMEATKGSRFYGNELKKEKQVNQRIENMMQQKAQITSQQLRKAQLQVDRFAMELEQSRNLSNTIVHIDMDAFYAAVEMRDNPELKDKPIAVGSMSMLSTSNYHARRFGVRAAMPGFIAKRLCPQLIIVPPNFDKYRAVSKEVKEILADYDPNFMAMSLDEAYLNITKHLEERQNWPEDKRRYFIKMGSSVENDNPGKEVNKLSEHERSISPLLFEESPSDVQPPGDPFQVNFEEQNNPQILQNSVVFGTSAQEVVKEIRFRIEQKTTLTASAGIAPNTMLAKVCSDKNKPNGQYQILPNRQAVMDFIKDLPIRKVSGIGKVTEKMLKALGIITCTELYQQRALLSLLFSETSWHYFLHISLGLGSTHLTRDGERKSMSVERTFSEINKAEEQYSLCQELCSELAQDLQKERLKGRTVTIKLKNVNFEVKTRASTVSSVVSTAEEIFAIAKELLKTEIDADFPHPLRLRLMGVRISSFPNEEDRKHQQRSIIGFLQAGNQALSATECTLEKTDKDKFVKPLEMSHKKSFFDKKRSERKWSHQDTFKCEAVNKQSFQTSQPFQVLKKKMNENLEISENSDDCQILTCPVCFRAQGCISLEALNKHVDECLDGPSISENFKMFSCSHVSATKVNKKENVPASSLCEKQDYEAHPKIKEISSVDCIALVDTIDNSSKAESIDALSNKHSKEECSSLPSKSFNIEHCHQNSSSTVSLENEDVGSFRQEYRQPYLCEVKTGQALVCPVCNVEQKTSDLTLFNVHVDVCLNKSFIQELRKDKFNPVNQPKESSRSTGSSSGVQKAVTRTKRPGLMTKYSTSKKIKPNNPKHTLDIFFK
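10 nM Pol kappa preincubated 15 min at room temperature with compounds, then reaction started with substrate at 50 nM final. Fluorescence read kinetically at 0 and 10 min; buffer-only wells served as negative control.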
G9a inh – qHTS Assay for Inhibitors of Histone Lysine Methyltransferase G9a; Histone-lysine N-methyltransferase EHMT2 (Homo sapiens), Q96KQ7; G9a H3K9 monomethylation, AlphaScreen, 2 h; Potency, µM (highest dose often 102 µM), inactives show top-dose activity, negative = inhibition, actives largely listed as inhibitors; 8.8% of 350,000 active; AID 504332, 2011; also: % is scaled to controls: 0 for no effect and ±100 for the full control effect; nearly all actives have a fitted effect of over 75% in size
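AlphaScreen detection with an anti-monomethyl H3K9 antibody quantified product after a 2 h room-temperature reaction containing 500 nM biotinylated H3K9 peptide, 20 µM SAM and 20 nM enzyme, which had been preincubated 15 min with compound.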
BAZ2B inh – qHTS Assay for Inhibitors of BAZ2B. Bromodomain adjacent to zinc finger domain protein 2B (Homo sapiens), Q9UIF8. AlphaScreen BAZ2B-H3K14Ac peptide displacement. Potency, µM (doses to about 114 µM), for inactives: at the highest dose activity change, negative = inhibition, most hits filed as inhibitors. 4.4% of 360,000 active; also: % is scaled to controls: 0 for no effect and ±100 for the full control effect; nearly all actives have a fitted effect of over 60% in size
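Multi-concentration screen (max 110 uM) measuring displacement of acetylated histone H3 peptide from BAZ2B by AlphaScreen, using 50 nM protein, 50 nM peptide and 10 ug/mL streptavidin donor plus Ni-chelate acceptor beads.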
APE1 inh – qHTS Assay for Inhibitors of the Human Apurinic/apyrimidinic Endonuclease 1 (APE1) | DNA repair nuclease/redox regulator APEX1 (Homo sapiens), P27695 | 0.35% of 350,000 active | recombinant APE1, TAMRA/BHQ-2 abasic DNA cleavage fluorescence | Potency, µM (doses to about 65.8 µM), for inactives: at the highest dose activity change, negative = inhibition, most hits filed as inhibitors;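 also: plate controls were vehicle for no effect and reference inhibitor for full effect; nearly all actives have a fitted effect of over 55% in size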
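Kinetic fluorescence read (525 ex/598 em nm, three reads 60 s apart) of AP-site incision; signal = third minus first read. Enzyme 0.75 nM, dual-labelled THF duplex 50 nM, compound preincubation 15 min RT.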
Pol iota inh – qHTS for Inhibitors of Polymerase Iota | DNA polymerase iota (Homo sapiens), Q9UNA4 | Pol iota fluorescent replication assay, 10 min | Potency, µM (titrated, usually from 115 µM), for inactives: at the top dose activity, negative = inhibition, hits mostly inhibitors | 1% of 390,000 active | AID 588590, 2011
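Fluorescent replication assay read twice, at 0 min and 10 min after adding 50 nM (final) substrate. Enzyme (10 nM) and compounds were first incubated 15 min at room temperature; enzyme-free buffer wells were negative controls.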
BLM inh – qHTS Assay for Inhibitors of Bloom's syndrome helicase (BLM). recombinant BLM DNA unwinding, fluorescence dequenching. Potency, µM (doses to about 56.1 µM), for the others: top-dose activity change, negative = inhibition, usual class: inhibitors. RecQ-like DNA helicase BLM (Homo sapiens), P54132. 0.2% of 350,000 active;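 also: plate controls were vehicle for no effect and no enzyme for full effect; nearly all actives have a fitted effect of over 35% in size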
POLB inh – qHTS Assay for Inhibitors of DNA Polymerase Beta; P06746; Pol beta primer extension/strand displacement, fluorescence kinetic; Potency, µM (series often up to 114 µM), for the others: at the top dose activity change, negative = inhibition, hits mostly inhibitors; 1.3% of 340,000 active; AID 485314, 2010; also: % is scaled to controls: 0 for no effect and ±100 for the full control effect
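10 nM enzyme + cpd, 15 min RT; start with substrate 50 nM final; read 0 min and after 10 min RT. Corrected, normalized data; 4-parameter Hill curve fit.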
Pol eta inh – qHTS for Inhibitors of Polymerase Eta | DNA polymerase eta (Homo sapiens), Q9Y253 | recombinant Pol eta, fluorescent DNA replication assay | Potency, µM (doses to about 114 µM), without a hit: at the highest dose activity change, negative = inhibition, hits mostly inhibitors | 1.2% of 390,000 active | AID 588591, 2011; also: % is scaled to controls: 0 for no effect and ±100 for the full control effect
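Pol eta (10 nM) was preincubated with compounds for 15 min at room temperature, after which fluorescent replication substrate (50 nM final) was added to start the reaction. Fluorescence was read kinetically at 0 and 10 min.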
Apoferritin bind – qHTS Assay for Identification of Novel General Anesthetics; Ferritin light chain (Equus caballus), P02791; 0.074% of 350,000 active; apoferritin/1-aminoanthracene competitive binding, fluorescence; Potency, µM (highest dose often 77.5 µM), inactives show at the highest dose activity change, negative = displacement, most hits filed as inhibitors; also: % is scaled to controls: 0 for no effect and ±100 for the full control effect; nearly all actives have a fitted effect of over 20% in size
Target sequence (P02791 2-175 limits assumed): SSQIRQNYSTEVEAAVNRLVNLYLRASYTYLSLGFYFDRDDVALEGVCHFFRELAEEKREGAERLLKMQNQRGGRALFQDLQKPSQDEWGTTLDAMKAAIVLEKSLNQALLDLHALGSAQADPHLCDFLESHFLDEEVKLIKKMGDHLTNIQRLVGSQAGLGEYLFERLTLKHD
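Concentration-response curves derived by four-parameter Hill fitting of normalized fluorescence, where compounds displaced 1-AMA from 10 uM horse apoferritin following a brief 10 min room-temperature incubation; propofol titration acted as positive control.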
Active calls of the source: *; ? = inconclusive; . = no result given; & = joins results of further samples; [ ] = another dose, or the depositor's remark. Calls follow the shape of the dose curve; as a rule, active = well fitted curve in the direction sought with a large enough effect; inconclusive = small, poorly fitted or top-dose-only effect, or another doubt; inactive = no such curve, though single readings can be large; an effect the other way counts as inactive or inconclusive. Potency is read from the fitted curve at half-maximal effect.

SMILES | Pol kappa inh | G9a inh | BAZ2B inh | APE1 inh | Pol iota inh | BLM inh | POLB inh | Pol eta inh | Apoferritin bind
COc1cccc(C(c2ccccc2)N2C3CCC2CN(S(=O)(=O)c2ccc(F)cc2)CC3)c1 (stereo unspecified) | -15% | ? | -26% | 15% | 7% | . | . | -22% | .
COC(=O)c1ccc(NC(=O)Cn2ccn3nc(-c4ccc(OC)cc4)cc3c2=O)cc1 | -2%[60.1 µM] | 7%[12.7 µM] | -2% | . | 21% | -10% | 0% | . | 52%[activator]
CCn1ccc(C(=O)Oc2ccc(C(C)C)cc2)n1 | -6% | 8% | 1% | -5% | -12% | -6% | -12% | 0% | 5%
O=C(CSc1ccc2ccccc2n1)NCCC1=CCCCC1 | -6% | 62%[activator][59 µM] | 23% | 1% | 0% | -1% | -26% | -13% | -10%
O=C(CSc1nnc(-c2ccco2)n1-c1ccccc1)N1CCN(C(=O)c2ccco2)CC1 | -3% | -5%[12.7 µM] | -3% | -1% | ? | -1% | -1% | -6% | -6%
COc1cc(/C=N/NC(=O)C(N)=O)cc(OC)c1O | -9% | ? | -2% | -5% | 116%[activator] | -5% | 1% | -4% | -11%
Cn1ccc(NC(=O)c2ccc(Cl)cc2Cl)n1 | -6% | 12%[12.7 µM] | 5% | -12% | -19% | . | . | -9% | .
Cc1noc(C)c1S(=O)(=O)Nc1ccc(C(=O)O)cc1 | -6% | -41% | -33% | 15% | -11% | -2% | 23% | -16% | -4%
CCOC(=O)CNC(=O)CSc1nc(Cc2cccs2)nc2ccccc12 | -3% | 4% | 4% | -5% | -20% | -1% | 25% | -20% | -13%
Cc1ccc(Nc2cc(C)nn2-c2nc(C)cc(=O)[nH]2)cc1 | 0% | -5%[12.7 µM] | 9%[57.1 µM] | 24% | 15% | -10% | -6% | -6% | -22%
COc1ccc(C2C(C(=O)N3CCCCC3)c3ccccc3C(=O)N2C)cc1 (stereo unspecified) | -11% | -27% | -5% | 13% | 12% | 0% | 19% | 2% | -10%
CCOC(=O)Cn1c(=O)cc(C)c2cccc(C)c21 | 0% | 284%[activator] | 74%[activator] | 0% | 16% | -6% | 0% | -4% | -10%
COCCCNC(=O)Cn1c(=O)n(-c2ccccc2)c(=O)c2c1c1cc(OC)ccc1n2C | -15% | -8%[59 µM] | -6% | . | -3% | -1% | 0% | -3% | 75%[activator]
CN(CC(=O)NCc1ccco1)CC(=O)Nc1ccc(F)c(F)c1F | -1% | . | . | -15% | 32%[activator] | . | . | -14% | .
COC(=O)c1[nH]c(C)c(/C(O)=C2\C(=O)C(=O)N(CCN(C)C)C2c2cccs2)c1C (stereo unspecified) | -6% | -17% | 3% | 1% | 16% | -2% | -14% | -19% | -15%
CCC(CO)Oc1cc(NCc2ccccc2O)c2ncn(C(C)C)c2c1 (stereo unspecified) | -13% | . | . | -7% | -1% | . | . | -14% | .
CCc1c(C)nc(N)n2c(SCC(=O)N3CCCC(C)C3)nnc12 (stereo unspecified) | -9% | ? | -2% | 4% | -3% | -2% | 7% | -10% | -2%
Cc1ccc(S(=O)(=O)n2cnc(C)c2)cc1 | -16% | . | 5% | -2% | -16% | -1% | 46% | -9% | -8%
Nc1ccc(Cl)c(-c2nc3ncccc3o2)c1 | -2% | -27%[59 µM] | -22% | -6% | 0% | 3% | -9% | -8% | -8%
CC(=O)c1ccc(NS(=O)(=O)c2cc(-c3cnc(C4CC4)o3)ccc2C)cc1 | -4% | -1% | -31%&4% | 29% | 28%&14% | 0%&5% | -20%&-1% | -22%&-15% | -6%&-4%
CCCc1cc(C(=O)N2CCN(C(c3ccccc3)c3ccccc3)CC2)no1 | 89µM* | -11%[59 µM] | 1% | -7% | ? | -10% | -19% | ? | 2%
CC(CC(=O)N1CCN(S(=O)(=O)c2ccc(Cl)cc2)CC1)n1cncn1 (stereo unspecified) | 9% | ? | 1% | 15% | 125%[activator] | -3% | 35% | -22% | -2%
CC(C)C(=O)Nc1ccc(Oc2ccc3c(c2)C(=O)NC3=O)cc1 | 2% | 39%[activator] | 7% | 29% | 132%[activator] | -2% | 0% | -10% | -2%
CC1(C)OCC(COC(=O)Nc2cccnc2)([N+](=O)[O-])CO1 | -11% | 6% | -3% | 2% | 35%[activator] | -4% | 3% | 0% | -5%
COc1cccc(CC(=O)OCC(=O)NC2(C#N)CCCC2)c1 | -2% | ? | 14% | -5% | 19% | . | . | -1% | .

2 of the compounds above, tab-delimited.
structure	Pol kappa inh	G9a inh	BAZ2B inh	APE1 inh	Pol iota inh	BLM inh	POLB inh	Pol eta inh	Apoferritin bind
COc1cccc(C(c2ccccc2)N2C3CCC2CN(S(=O)(=O)c2ccc(F)cc2)CC3)c1 (stereo unspecified)	-15%	?	-26%	15%	7%	.	.	-22%	.
CCn1ccc(C(=O)Oc2ccc(C(C)C)cc2)n1	-6%	8%	1%	-5%	-12%	-6%	-12%	0%	5%

Remaining list, next part
SMILES | Pol kappa inh | G9a inh | BAZ2B inh | APE1 inh | Pol iota inh | BLM inh | POLB inh | Pol eta inh | Apoferritin bind
CCc1ccc(C2c3c(oc4ccc(C)cc4c3=O)C(=O)N2c2nc(C)c(C)s2)cc1 (stereo unspecified) | -5% | 6%[59 µM] | -1% | . | -11% | -3% | 0% | 1% | -3%
CN(C)C(=O)c1ccc(-c2nccc(Nc3ccc(F)cc3)n2)cc1 | -5%[60.1 µM] | 0%[0.501 µM] | . | -2% | . | 0% | . | . | .
O=C(CNC(=O)c1ccc(Cl)cc1)OCC(=O)c1ccccc1 | -6% | 68%[activator] | 5% | 15% | -4% | -1% | -3% | -17% | ?
O=c1c2cc(N3CCOCC3)ccc2[nH]c(=S)n1Cc1ccco1 | 79µM* | 7.1µM* | ? | 7% | 10µM* | ? | ? | 89µM* | -2%
O=C(NCCc1ccc(Cl)cc1)c1ccc(OCC2CCCO2)cc1 (stereo unspecified) | -6% | 17% | 2% | 45% | 48%[activator] | -2% | 34% | -6% | -7%
COc1cccc(C(=O)Nc2ccc3[nH]ncc3c2)c1OC | 5% | . | 7% | -8% | 173%[activator] | 0% | ? | -12% | -2%
Nc1cc(N)cc(C(=O)Nc2ccc3c(c2)C(=O)NC3=O)c1 | -3% | -4% | -25% | 16% | -4% | -4% | 32% | -9% | -4%
O=C(NCc1cccc(Cl)c1)c1ccc2ccccc2n1 | -18% | 114%[activator] | 90%[activator] | 12% | ? | -7% | 24% | -16% | 1%
O=C(CCN1C(=O)COc2ccccc21)NCCN1CCN(c2cccc(Cl)c2)CC1 | 3%[60.1 µM] | -29%[12.7 µM] | -6% | 0% | ? | -4% | -23% | -10% | 6%
N#CCCN(Cc1cccnc1)C(=O)c1ccc(S(=O)(=O)N2CCOCC2)cc1 | -9% | 14%[59 µM] | 4% | 15% | 9% | -6% | 34% | -11% | -18%
Cc1nn(-c2ccccc2)c(Cl)c1/C=N\NC(=O)c1cncc(Br)c1 | -25% | 22%[59 µM] | -4% | ? | 31%[activator] | -1% | 15% | -16% | -10%
Cc1cc(NC(=O)NC(C(F)(F)F)C(F)(F)F)no1 | -20% | 4% | -24% | -10% | -7% | -5% | 21% | -7% | -9%
CNc1ncc(C(=O)c2ccc(Br)cc2)s1 | 5% | -30% | 0% | -4% | 15% | -3% | 2% | -3% | ?
COc1cccc(C(=O)Nc2nnc(CCS(=O)(=O)c3ccc(C)cc3)s2)c1 | -3% | . | 0% | -8% | 9% | -1% | 39% | -17% | -6%
CCOc1ccc(NC(=O)Nc2ccc(NC(C)=O)cc2)cc1 | -8% | -31% | 3% | -3% | 37%[activator] | -5% | 15% | -19% | 2%
Cc1ccccc1NC(=O)COC(=O)C1(C)CC1(Cl)Cl (stereo unspecified) | -15% | 62%[activator] | -12% | -11% | 83%[activator] | 1% | 3% | 10% | ?
Cc1ccc(NC(=O)CSc2n[nH]c(-c3ccco3)n2)c(C)c1 | -5% | -3% | -10% | -5% | 97%[activator] | -4% | -12% | -17% | -10%
O=c1[nH]c(Cc2cccs2)nc2scc(-c3ccc(Cl)cc3)c12 | -12% | . | -1% | -5% | 13% | -7% | ? | -6% | -12%
O=C(N/N=C/c1ccncc1)c1ccc(NC(=O)c2ccc(Cl)cc2)cc1 | -3% | ? | -33% | 4% | -28% | -9% | -34% | -20% | -8%
Cc1cn(Cc2ccccc2)c(=O)[nH]c1=O | 0% | -16%[59 µM] | -2% | -1% | 17% | -12% | -14% | -13% | -10%
O=C(NCc1ccc(F)cc1)c1ccc(CSc2nc3ccncc3n2Cc2ccc(F)cc2)cc1 | 0% | -48%[59 µM] | -1% | . | 17% | -4% | -29% | -28% | 26%
Cc1cc(-c2csc(NC(=O)c3ccc(=O)n(C)n3)n2)c(C)n1CC1CCCO1 (stereo unspecified) | ? | ? | ? | -9% | 11µM* | ? | -27% | ? | ?
COC(=O)Cc1ccc(NC(=S)NCc2ccc(F)cc2)cc1 | 1% | 9% | -3% | -1% | 28% | 0% | 28%[57.1 µM] | -2% | -3%
Cc1ccc(NC(=S)Nc2cc(C(=O)O)ccc2N2CC3CC(C2)c2cccc(=O)n2C3)cc1C (stereo unspecified) | 7% | 40µM* | -19% | -11% | -18% | -3% | 0% | -18% | -7%
O=C(c1cccc(NS(=O)(=O)c2cccc(F)c2)c1)N1CCCC1 | -8% | . | -4% | -14% | 25% | 2% | ? | -18% | -18%

As entered above:
Nc1ccc(Cl)c(-c2nc3ncccc3o2)c1 @ Pol kappa inh: -2%
Cc1ccccc1NC(=O)COC(=O)C1(C)CC1(Cl)Cl (stereo unspecified) @ POLB inh: 3%

High-throughput results: PubChem, National Center for Advancing Translational Sciences (NCATS)

Only part of the results is shown. The share of hits here may be higher or lower than overall.
